ALOX12 inh – Primary qHTS assay for inhibitors of human arachidonate 12S-lipoxygenase (ALOX12): Round 2 | 580,000 compounds, 1.1% hits | Potency, µM (top dose mostly 108 µM), inactives show at the top dose activity change, negative = inhibition, actives largely listed as inhibitors | AID 1671190, 2021 | Polyunsaturated fatty acid lipoxygenase ALOX12 (Homo sapiens), P18054 | purified 12hLO, xylenol orange hydroperoxide absorbance; active = well fitted inhibition curve with a large enough effect; inconclusive = small, poorly fitted or top-dose-only effect, or another doubt; inactive = no such curve, though single readings can be large or run the other way
Target sequence (P18054 whole entry, looked up): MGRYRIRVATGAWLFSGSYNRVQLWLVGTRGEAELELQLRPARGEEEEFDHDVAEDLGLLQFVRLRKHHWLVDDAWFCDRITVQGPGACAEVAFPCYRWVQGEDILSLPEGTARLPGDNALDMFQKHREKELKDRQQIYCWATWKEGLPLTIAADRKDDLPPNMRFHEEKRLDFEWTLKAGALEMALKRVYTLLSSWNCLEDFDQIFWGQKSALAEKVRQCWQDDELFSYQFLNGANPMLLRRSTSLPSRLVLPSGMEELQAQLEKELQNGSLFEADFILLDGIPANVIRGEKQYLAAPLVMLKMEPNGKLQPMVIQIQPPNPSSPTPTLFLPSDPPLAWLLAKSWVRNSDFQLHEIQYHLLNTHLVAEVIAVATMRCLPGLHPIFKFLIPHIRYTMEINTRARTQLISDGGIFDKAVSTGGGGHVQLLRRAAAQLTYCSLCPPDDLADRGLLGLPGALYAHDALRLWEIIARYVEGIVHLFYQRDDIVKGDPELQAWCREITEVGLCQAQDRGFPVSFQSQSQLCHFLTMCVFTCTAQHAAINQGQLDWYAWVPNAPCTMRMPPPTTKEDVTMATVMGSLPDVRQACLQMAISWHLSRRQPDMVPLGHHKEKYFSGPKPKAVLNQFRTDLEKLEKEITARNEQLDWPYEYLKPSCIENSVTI
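Hydroperoxide product was detected by ferrous iron/xylenol orange as the 573 to 405 nm absorbance ratio. Arachidonic acid at 40 uM (final) was turned over for 30 min at room temperature by 150 nM human 12hLO, pH 7.0 Hepes buffer, after 15 min compound preincubation.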
Starred values were filed as active, the others as inactive; ? = inconclusive; & = joins results of further samples; [ ] = dose if it differs, or a comment. % is scaled to controls: 0 for no effect and ±100 for the full control effect; potency is read from the fitted curve at half-maximal effect. A portion of the library; count on the stated rates, not on these rows.

Start of the data: the first five compounds as a preview:
SMILES | ALOX12 inh
Cc1nccn1C(C)C(=O)NCc1cccnc1N(C)Cc1ccccc1 (stereo not drawn) | -1%
CN(Cc1cc(-c2cccs2)n[nH]1)C[C@@H]1CCCN2CCCC[C@H]12 | 14%
COc1ccc(CCNC(=O)C2CC(=O)N(c3n[nH]c4ccccc34)C2)cc1OC (stereo not drawn) | -3%
Cc1ccc(C(=O)NC(c2ccc(Cl)cc2)C2CC2)cc1 (stereo not drawn) | ?
O=C(OCc1ccccc1)N1CCOCC12CCN(Cc1ccc(F)cc1)CC2 | -23%[176 µM]

All compounds of this part, from the first entry:
SMILES | ALOX12 inh
Cc1nccn1C(C)C(=O)NCc1cccnc1N(C)Cc1ccccc1 (stereo not drawn) | -1%
CN(Cc1cc(-c2cccs2)n[nH]1)C[C@@H]1CCCN2CCCC[C@H]12 | 14%
COc1ccc(CCNC(=O)C2CC(=O)N(c3n[nH]c4ccccc34)C2)cc1OC (stereo not drawn) | -3%
Cc1ccc(C(=O)NC(c2ccc(Cl)cc2)C2CC2)cc1 (stereo not drawn) | ?
O=C(OCc1ccccc1)N1CCOCC12CCN(Cc1ccc(F)cc1)CC2 | -23%[176 µM]
COc1ccc(C(=O)N2CCC3(CCNC(=O)CC3)CC2)cc1F | 24%
N#Cc1ccc(N2CCN(C(=O)CNC(N)=O)CC2=O)cc1 | 8%
O=C(Cc1ccc(Cl)cc1)N1CCC(c2n[nH]c(=O)n2Cc2ccc(F)cc2)CC1 | 14µM*
Cc1ccc(CNC(=O)NCCc2ncc(C)n2Cc2ccc(F)cc2)cc1 | 53%[activator]
CNC(=O)CCN(C)c1nccc(-c2ccc(C)nc2C)n1 | 5%
CCOc1cc(/C=C2\C(=O)Nc3ccccc32)ccc1OC(F)F | -43%
CN(C)C[C@H]1O[C@@H]2C[C@@H](CC(=O)N3CCOCC3)O[C@@H]2[C@@H]1O | -10%[176 µM]
O=C(CCc1ccccc1)N1CCc2c(nc(-c3ccc(F)cc3)[nH]c2=O)C1 | 7%
O=C(N/N=C/c1cccs1)c1cccc(NC(=O)c2ccc(Cl)cc2)c1 | -3%
Cc1c(C)[n+](=O)c(-c2ccc(Cl)cc2)c(C)n1[O-] | ?
Cc1cc(C)c(NC(=O)CCc2ncc(-c3ccc(Cl)cc3)o2)c(C)c1 | -23%
Cc1c(-c2ccccc2)oc2c(C(=O)Nc3ccc(N4CCN(C)CC4)cc3)cccc2c1=O | 7%
CS(=O)(=O)N1CCC2(CC1)CN(Cc1cc(C(F)(F)F)cc(C(F)(F)F)c1)C2 | -3%[57.4 µM]
COc1cc(F)c(S(=O)(=O)N2CCC(C(N)=O)CC2)cc1OC | 13%
COc1ccc(NS(=O)(=O)c2cc(C(=O)N3CCCC3)cs2)cc1 | -1%
CN1CCN(c2ncc3nc(-c4cccs4)c(=O)n(-c4ccccc4)c3n2)CC1 | ?
COc1ccc(C(=O)OCc2ncc(-c3ccccc3)o2)c(O)c1 | 9%
CN(C)CCCOCC1(C)COc2ccc(C(=O)Nc3cccc(Cl)c3)cc2N1 (stereo not drawn) | -7%[176 µM]
Cc1noc([C@@H]2CN(C(=O)Cc3c(F)cccc3Cl)C[C@H]2C(N)=O)n1 | 2%
COCCNC(=O)c1ccc2c(c1)C1(CCN(CC3CC3)C1)CN2Cc1ccccc1 (stereo not drawn) | 59%[activator][176 µM]
CCN1CCN(CCN2CC3(CCN(C(=O)c4ccc(C)nc4)CC3)OC2=O)CC1 | 51%[activator]
CC(C)(C)c1ccc(NC(=O)O[C@@H]2CO[C@H]3[C@@H]2OC[C@@H]3Nc2nccc(-c3cccs3)n2)cc1 | 69%[activator]
COc1ccc(OC)c(S(=O)(=O)N2CCCCCCNC(=O)[C@@H]3CCCC[C@@H]32)c1 | 62%[activator]
CC(C)Nc1ccc2nnc(C3CCC3)n2n1 | 48%[activator]
CCOCc1nc(C2CCCN(C(=O)c3ccc(OC)nc3OC)C2)no1 (stereo not drawn) | 28%
CC(C)N[C@@H]1CC[C@@H]1NC(=O)c1ccccc1OC(F)(F)C(F)F | -23%
COC(=O)[C@@H]1Cc2c([nH]c3ccccc23)[C@H]2C[C@@H](NCCc3cnc[nH]3)C[C@@H](c3ccccc3F)N21 | 47%[activator]
CCNc1c(NC(=O)c2ccc(OC(C)=O)c(OC)c2)c(=O)oc2ccccc12 | -12%
CCc1cccc(-n2nnnc2N2CCN(C(=O)NC(C)c3ccccc3)CC2)c1 (stereo not drawn) | 9%[6.33 µM]
CCCOc1ccc(CN(C(=O)c2cc(=O)c3c(C)cc(C)cc3o2)C2CCS(=O)(=O)C2)cc1 (stereo not drawn) | 5%
COc1ccc2c(C)c(CC(=O)N3CCOCC3)c(=O)oc2c1 | 9%
COc1ccc(C(=O)NCC(=O)N2CCCCCCNC(=O)CC2c2ccccc2)c(OC)n1 (stereo not drawn) | 16%
O=c1cc(-c2ccccc2)sc2nnc(-c3ccccc3F)n12 | 23%
COC(=O)[C@]12C[C@H](CC(=O)N3CCCCC3)C(=O)N(Cc3cccc4ccccc34)C1=C[C@H](C1CCCC1)O[C@@H]2C | 21%
CSc1ccccc1NC(=O)c1ccc(C)c(C)c1 | -25%

5 records picked at random from the list so far, as already listed:
SMILES | ALOX12 inh
CCCOc1ccc(CN(C(=O)c2cc(=O)c3c(C)cc(C)cc3o2)C2CCS(=O)(=O)C2)cc1 (stereo not drawn) | 5%
COc1ccc(C(=O)N2CCC3(CCNC(=O)CC3)CC2)cc1F | 24%
CN1CCN(c2ncc3nc(-c4cccs4)c(=O)n(-c4ccccc4)c3n2)CC1 | ?
CS(=O)(=O)N1CCC2(CC1)CN(Cc1cc(C(F)(F)F)cc(C(F)(F)F)c1)C2 | -3%[57.4 µM]
Cc1ccc(C(=O)NC(c2ccc(Cl)cc2)C2CC2)cc1 (stereo not drawn) | ?

Given as tab-separated lines: entries from further up
molecule	ALOX12 inh
COc1ccc2c(C)c(CC(=O)N3CCOCC3)c(=O)oc2c1	9%
CC(C)N[C@@H]1CC[C@@H]1NC(=O)c1ccccc1OC(F)(F)C(F)F	-23%

Next section.
SMILES | ALOX12 inh
CCOCCCNc1oc(/C=C/c2cc(OC)c(OC)c(OC)c2)nc1C#N | 16%
O=C(CSc1nnc(-c2cccs2)n1C1CC1)N1CCN(c2ncccn2)CC1 | -6%
O=C(c1cccs1)N1CCC(N2CC(OCC3CC3)C23CCCCC3)CC1 (stereo not drawn) | -2%
COc1ccc(CCNC(=O)c2cc3c(s2)-c2ccccc2OC3)c(OC)c1 | -5%
COCC1CN(C(C)=O)CC12CCN(C(=O)c1cc(C)cc(C)c1)CC2 (stereo not drawn) | 26%
Cc1nc(C2CC(O)C2)cc(N2CCN(c3nc4ccccc4s3)CC2)n1 (stereo not drawn) | 18%
O=C1N(Cc2ccc(F)cc2)C[C@H]2CN(Cc3ccccn3)CCN12 | 82%[activator][176 µM]
CC(C)C(=O)N1CCCC(c2nn(C)c(=O)n2-c2ccccc2)C1 (stereo not drawn) | 1%
Cc1[nH]c(=O)[nH]c(=O)c1S(=O)(=O)Nc1ccc(Cl)c(Cl)c1 | -28%
O=C1COc2ccc(C(=O)COC(=O)c3nn(-c4ccccc4)c(=O)c4ccccc34)cc2N1 | 5%
CCNC(=O)NC(=O)CN(C)C(C)C(C)(C)C (stereo not drawn) | -28%
Cc1nn2c(c1-c1ccnn1C(C)C)N(Cc1ccc3c(c1)CCO3)CCC2 | 11%[176 µM]
COc1ccccc1-c1nnc(SCC(=O)N(C(C)C)C(C)C)n1N | -25%
COCCNc1ncc(-c2ccccc2)c2c1OCC2 | 47%[activator][176 µM]
Cc1ccc(CC(=O)Nc2cc(C(C)(C)C)ccc2O)cc1 | -22%
O=C1c2c(nc(COc3cccc(F)c3)n2Cc2ccccc2)NCCN1CC1CC1 | 57%[activator][176 µM]
CCc1nn2c(=O)cc(CNc3ccc4c(c3)OCCCO4)nc2s1 | ?
CS(=O)(=O)Nc1cccc(-c2nc(N3CCOCC3)c3ccccc3n2)c1 | ?
N#Cc1ccc(COC(=O)c2ccc3ccccc3n2)cc1 | ?
CCNC(=O)C1(C)CCN(Cc2cccc3ccccc23)C1 (stereo not drawn) | -6%
Cc1nnc([C@@H]2CC(F)(F)CN2C(=O)c2ccc3ccccc3n2)o1 | 23%
O=c1[nH]nc2n1CCN(Cc1ccc(F)c(Br)c1)CC2 | 63%[activator]
CC1(C)CC(NC(=S)Nc2cccc(F)c2)CC(C)(C)N1 | -10%
COc1cccc(-c2c(NC(=O)c3ccc([N+](=O)[O-])cc3)oc3ccccc3c2=O)c1 | ?
Cc1noc(-c2ccc(N3CCC(O)(c4cccnc4)CC3)nc2)n1 | 21%
Cc1ccc(C(=O)OCC(=O)N2c3ccccc3NC(=O)C2(C)C)s1 | -17%
COc1ccccc1C(=O)N1CCc2nnc([C@@H]3C[C@@H](O)CN3C(C)C)n2CC1 | 31%
O=C(NC1CCCCC1)N1CCC(c2noc(-c3ccccc3)n2)C1 (stereo not drawn) | 17%
COC(=O)c1ccc(COc2ccccc2Br)cc1 | 6%
O=C(NCc1ccccc1)c1ccc2nccn2c1 | -10%[176 µM]
COC(=O)[C@@H]1Cc2ncn(Cc3ccc(Cl)cc3)c2CN1S(=O)(=O)Cc1ccccc1 | 3%
Cc1cc(N2CCN(c3cccc(C)c3C)CC2)n2nc(-c3ccco3)nc2n1 | ?
CCc1c(C)sc(NC(=O)C2c3ccccc3Oc3ccccc32)c1C#N | -24%
O=C(c1ccc(C(F)(F)F)cc1)N1CCCC2(C1)C(=NC1CCCCC1)NC(=O)N2c1cc(F)cc(F)c1 (stereo not drawn) | 11%[6.33 µM]
CN1CC(=O)N(c2ccccc2F)Cc2c(NCc3cccc(C(F)(F)F)c3)ncnc21 | ?
CCCc1nn2c(=O)cc(CN(CCC)Cc3ccc(OCC)cc3)nc2s1 | 7%
CN(C)c1ncc2c(n1)C(C)(C(=O)Nc1cccc(F)c1)CCC2 (stereo not drawn) | 16%[176 µM]
O=C(O)c1ccnc(-c2ccnc(NCc3noc(C4CCCC4)n3)n2)c1 | 28%
COc1ccc(NC(=O)N2CC[C@H]3COC(=O)N3c3cc(C)ccc3C2)cc1 | 18%[176 µM]
O=C(COc1ccccc1)NCCc1c[nH]c2ccccc12 | -7%
COc1cc(OC)c(OC)cc1CNC(=O)c1cc(Br)ccc1F | 22%
CNC(=O)N1CCC(OC2CCN(Cc3ccccc3)CC2)CC1 | 4%
Cc1ccncc1C(=O)N1CC(c2nc(CCN(C)C(=O)C3CC3)no2)C1 | 13%
CC(C)CN1CCC(c2nc3ccc(F)cc3c(=O)[nH]2)CC1 | ?
CCN1c2cc(C(=O)Nc3cccc(OC(F)(F)F)c3)ccc2C(=O)N2CCCCC21 (stereo not drawn) | 31%[activator]
CC(C)NC(=O)CNC(=O)C(=O)Nc1ccc2cc[nH]c2c1 | -11%
NC(=O)C1=C(Nc2ccc3ccccc3c2)c2ccccc2S1(=O)=O | ?
COc1ccc(OCc2cc(C(=O)NC(C)CCO)n[nH]2)c(Cl)c1 (stereo not drawn) | 16%
CC(C)(C)c1ccc(-c2nnc(SCC(=O)N3CCCC3)n2C2CCCC2)cc1 | -10%
CN(C)C(=O)c1ccc(Nc2nccc3c2cc(-c2ccsc2)n3C)cc1 | 8%
CSCCNC(=O)C1CN(c2cccc(Cl)c2)C(=O)N1 (stereo not drawn) | ?
O=C(Nc1ccc(Cl)cc1)N1CCC2(C1)C(=O)N(CCc1ccccc1)c1ccccc12 (stereo not drawn) | 33%&13%
COc1ccc(Br)cc1COc1ccc(C(C)=O)cc1OC | -18%
C#CCOc1ccc(C(=O)N[C@@H]2CN(C3CCN(C)CC3)CCC[C@H]2O)cc1 | 21%[176 µM]
COc1ccccc1C(=O)Oc1ccc2c(=O)c(-c3ccccc3OC)coc2c1 | -6%
Oc1ccc(N=Cc2ccccc2OCc2ccccc2)cc1 | 183%[activator]
O=C(NCc1ccccc1)c1csc(N2CCN(c3ccc(Cl)cc3)CC2)n1 | 28%
COC1CN(C2CCN(C(=O)NC3CCCCC3)CC2)C12CCOCC2 (stereo not drawn) | 23%
COc1ccc(C(=O)N2CCCn3nc(CCC(=O)NC4CC4)cc3C2)o1 | 2%
Cc1ccc(-c2nnc(C3CN(C(=O)C4CCCCCC4)CC34CCOCC4)o2)cc1 (stereo not drawn) | ?
Remaining list, next part
SMILES | ALOX12 inh
Cc1ccc(-c2csc(-c3nc(-c4ccc(C)cc4C)cs3)n2)cc1 | -5%
Cc1nncn1CCN1CCCC(CCC(=O)N(C)C2CCN(C)CC2)C1 (stereo not drawn) | 10%
COCCn1c(SCC(=O)Nc2ccc(C)cc2Br)nc2ccsc2c1=O | ?
CC(C)C(=O)N1CCN(c2nc3c(s2)CC(C(=O)NCc2ccco2)CC3)CC1 (stereo not drawn) | 15%
O=C(O)c1ccccc1S(=O)(=O)Cc1ccc(Cl)cc1 | -32%
Cc1ccc(C2CC(C(F)(F)F)n3nc(C(=O)NCC4CCCO4)cc3N2)cc1 (stereo not drawn) | -20%
Cn1c(SCC(=O)Nc2ccccc2F)nc2c(=O)[nH]cnc21 | 5%
CC/C=C\CCOC(=O)c1ccccc1O | 7%[176 µM]
C[N+]1(CC(=O)NNc2c3ccccc3nc3ccccc23)CCOCC1 | -17%
COc1cccc(-c2nc(CSCC(=O)NCc3ccccc3)c(C)o2)c1 | 16%
Cc1cccc(C)c1N=C1NN=C(c2ccc3c(c2)CCN3S(C)(=O)=O)CS1 | ?
Cc1ncc2n1C(=O)N(C1CCN(Cc3ccc(F)cc3)CC1)C2 | -1%&14%[176 µM]
CN(Cc1ccnc2ccccc12)C(=O)c1cn(Cc2ccc(Cl)cc2)nn1 | -19%
COc1ccc(Cl)cc1-c1nc(SC(C)C(=O)NC2CCCCC2)n[nH]1 (stereo not drawn) | 4%
CC(=O)c1ccc(N2CCN(C(=O)c3csc(-c4ccc(Cl)cc4)n3)CC2)cc1 | -6%

Screens (PubChem)
